# Source: PubChem BioAssay
# CHO-K1 Ca PAM – nonselective calcium activators in parental CHO-K1 cells, primary screen, counter-screen for M1 PAM project, cell-based, Fluo-8 calcium fluorescence, full deck, 1536-well. 360,000 compounds, 0.02% hits. ATP EC20; 0% at ATP EC20, 100% at ATP max. activation, % at 3 µM;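 active = activation above the run cutoff, the mean activation of all test compounds plus 3 SD, cut at about 40% in these data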;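 also: peak over basal fluorescence ratio in a 140 s read after ATP addition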
# CHO-K1 Ca antag – counter-screen for M1 antagonists: effect in parental CHO-K1 cells; ATP-induced calcium, Fluo-8 fluorescence; 360,000 compounds, 0.6% hits; inhibition, % at 3 µM;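 active = inhibition above a per-plate cutoff, the plate's mean sample inhibition plus 3 SD, cut at about 24% in these data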;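 also: 0% = DMSO plus EC80 ATP and 100% = DMSO alone without ATP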
# OXTR potentiate – human OXTR potentiators, primary screen, fluorescence, CHO-OTR cells, Fluo-8 calcium. Oxytocin receptor (Homo sapiens), P30559. Fluo-8 calcium fluorescence, potentiator mode; 0% = oxytocin EC15, 100% = EC100. activation, % at 3 µM. 320,000 compounds, 0.061% hits;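 active = activation above that plate's cutoff, the mean activation of tested compounds plus 3 SD, cut at about 6.6% in these data, passing the limit was not always enough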;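 also: 100% uses oxytocin at 75 nM as the full agonist control; some results filed as inactive read as strong as hits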
# Target sequence (P30559 whole entry, looked up): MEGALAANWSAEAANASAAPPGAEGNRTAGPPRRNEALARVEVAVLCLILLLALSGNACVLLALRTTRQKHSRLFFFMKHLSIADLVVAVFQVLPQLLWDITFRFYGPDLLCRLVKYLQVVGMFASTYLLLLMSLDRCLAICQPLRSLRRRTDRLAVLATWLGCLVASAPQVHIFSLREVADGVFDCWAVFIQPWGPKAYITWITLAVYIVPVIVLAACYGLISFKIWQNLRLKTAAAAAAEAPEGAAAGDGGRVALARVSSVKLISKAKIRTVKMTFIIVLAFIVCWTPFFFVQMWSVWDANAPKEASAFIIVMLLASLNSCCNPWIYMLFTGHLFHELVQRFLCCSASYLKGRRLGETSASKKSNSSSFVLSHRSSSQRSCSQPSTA
#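 Material: human OTR in CHO cells. Compound: 3.0 µM, one dose. Timing: compound 6 min at room temperature before oxytocin, 100 s read. Evaluation: % activation of max/min ratio relative to oxytocin controls. Replication: single well per compound, singlicate. Signal: Fluo-8 calcium dye fluorescence.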
# M1 ag parental – counter-screen for M1 agonists: effect in parental CHO-K1 cells; Fluo-8 calcium fluorescence; scaled to maximal ATP response, vehicle zero; activation, % at 3 µM; 360,000 compounds, 0.48% hits; AID 602248, 2012; in the data active = activation above about 15%;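 also: untransfected CHO-K1 host cells lacking M1 receptor as counterscreen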
# TAAR1 antag – human TAAR1 antagonists, primary screen, Fluo-8 calcium fluorescence, CHO RD-HGA16 cells; Trace amine-associated receptor 1 (Homo sapiens), Q96RJ0; antagonist; inhibition, % at 3 µM; 360,000 compounds, 1.5% hits; AID 624466, 2012;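 active = inhibition above a per-plate cutoff, the mean inhibition of test compounds on that plate plus 3 SD, cut at about 49% in these data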;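 also: 0% = DMSO plus EC80 beta-PEA response and 100% = DMSO alone without agonist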
# Target sequence (Q96RJ0 whole entry, looked up): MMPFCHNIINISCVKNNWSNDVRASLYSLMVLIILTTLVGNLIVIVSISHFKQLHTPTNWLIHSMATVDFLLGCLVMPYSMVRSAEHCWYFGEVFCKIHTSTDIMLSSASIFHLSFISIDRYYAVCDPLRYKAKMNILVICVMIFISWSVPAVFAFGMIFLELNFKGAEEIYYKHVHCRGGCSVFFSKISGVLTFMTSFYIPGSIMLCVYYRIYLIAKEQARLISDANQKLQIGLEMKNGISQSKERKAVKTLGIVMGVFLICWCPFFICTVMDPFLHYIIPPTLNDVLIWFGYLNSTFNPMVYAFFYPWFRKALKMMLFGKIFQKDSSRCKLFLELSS
#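 System: CHO RD-HGA16 cells bearing hTAAR1. Reagent: EC80 β-phenethylamine stimulus. Schedule: seeding 17-24 h prior, 75-min 37 °C, 30-min RT dye loading. Signal: Fluo-8 intracellular calcium dye fluorescence, real-time kinetic reads. Read-out: % inhibition from peak post-agonist over basal fluorescence ratio. Benchmarks: vehicle wells and EC80 agonist wells. Replicates: n of 1.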
# CHRM1 antagonist – human M1 muscarinic receptor antagonists, primary screen, CHO-K1 cells, Fluo-8 calcium fluorescence, 1536-well. Muscarinic acetylcholine receptor M1 (Homo sapiens), P11229. CHO-K1 hM1, ACh EC80 antagonist. inhibition, % at 3 µM. 360,000 compounds, 1.3% hits;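 active = percent inhibition above its own plate's cutoff, namely the mean of that plate's compound wells plus 3 SD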;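 also: peak over basal fluorescence ratio during 140 s after agonist addition; 0% = ACh EC80 plus DMSO and 100% = DMSO alone without agonist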
# CHRM1 agonist – human M1 muscarinic receptor agonists, primary screen, Fluo-8 calcium fluorescence, CHO-K1 cells, HTS | Muscarinic acetylcholine receptor M1 (Homo sapiens), P11229 | 360,000 compounds, 0.33% hits | AID 588814, 2011 | CHO-K1 hM1, agonist mode; 0% DMSO, 100% acetylcholine EC100 | activation, % at 3 µM;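 active = activation above the run's mean compound activation plus 3 SD, cut at about 16% in these data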;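 also: peak over basal fluorescence ratio within a 140 s kinetic read after compound addition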
# TAAR1 ag – human TAAR1 agonists, primary screen, Fluo-8 calcium fluorescence, CHO RD-HGA16 cells. Trace amine-associated receptor 1 (Homo sapiens), Q96RJ0. AID 624467, 2012. activation, % at 3 µM. 360,000 compounds, 0.99% hits. vehicle wells 0%, saturating PEA agonist 100%;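 active = activation above the mean activation of all test compounds in the run plus 3 SD, cut at about 38% in these data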
#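 System: CHO RD-HGA16 cells carrying human TAAR1 plus Gα16; Incubation: 17-24 h seeding, 75 min 37 °C dye, 30 min RT; Measured by: Fluo-8 fluorescence, 5 s baseline then 140 s kinetic read; Control set: DMSO and PEA EC100; Replication: single well for each compound.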
# CHO parental Ca – ATP-evoked calcium signal inhibitors, parental CHO, primary screen, counter-screen for OX1R antagonist project, cell-based, fluorescence, Fluo-8 calcium dye; parental CHO-K1, ATP-induced calcium, Fluo-8 fluorescence; inhibition, % at 5.6 µM; 330,000 compounds, 0.63% hits; AID 463079, 2010;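 active = inhibition above that plate's mean sample inhibition plus 3 SD, cut at about 26% in these data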;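 also: 0% = ATP-challenged DMSO wells and 100% = DMSO wells without ATP; some compounds past the cut are filed as inactive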
#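 Assay system – parental CHO cells · Reagent – ATP stimulus · Detection – intracellular calcium via Fluo-8 no-wash fluorescent dye · Evaluation – percent inhibition of ATP-evoked calcium rise, normalized to controls · Controls – ATP wells versus no-ATP DMSO wells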
# Numbers without * were called inactive; . = no result given; & = joins results of further samples. A portion of the library; the hit share may differ from the screen's.
cpd	Structure	CHO-K1 Ca PAM	CHO-K1 Ca antag	OXTR potentiate	M1 ag parental	TAAR1 antag	CHRM1 antagonist	CHRM1 agonist	TAAR1 ag	CHO parental Ca
1	CCCC(=O)N(C)C1=Nc2ccc(Cl)cc2C(c2ccccc2)=[N+]([O-])C1	-11	-12	-3	1.0	-21	3	-7	4	-14
2	CN1CCc2cc3c(cc2C1)OCO3	3	10	.	0.5	-24	11	-7	33	.
3	O=c1c2ccccc2nc(-c2ccco2)n1-c1ccc(Br)cc1	5	0	-2	3.5	16	24	-3	1	-42
4	CCOC(=O)c1ccc(N=Cc2c(O)n(-c3ccccc3F)c(=S)[nH]c2=O)cc1	25	-8	-5	2.1	3	0	-10	4	-10
5	COC(=O)C1=C(c2ccccc2OCc2ccccc2)C[C@@H]2CC[C@H]1N2C(=O)NCc1ccccc1	3	2	5	-0.8	25	-5	-4	4	-27
6	CCOP(=O)(OCC)C(C)(C)NC(=O)C(Cl)(Cl)Cl	10	-5	0	0.6	-5	-5	1	8	0
7	CCCCNS(=O)(=O)c1ccc(OCC(=O)N2CCN(Cc3ccc4c(c3)OCO4)CC2)cc1	-6	2	-17	12	-10	21	0	4	24
8	O=C(O)c1cn(Cc2ccccc2)nc1-c1ccccc1	-6	-9	-7	0.8	1	-8	1	0	-3
9	Cc1ccc(-n2c(O)c(C=Nc3ccc(S(=O)(=O)N(C)C)cc3)c(=O)[nH]c2=O)cc1	2	-6	-8	0.8	-2	-10	-2	2	-7
10	COc1ccc(/C=N\N=C(N)N)cc1	21	-3	2	1.9	5	-10	-4	21	-7
11	CN1C(=O)C(c2ccc([N+](=O)[O-])cc2[N+](=O)[O-])C(=O)N(C)C1=O	-1	4	-15	2.3	6	4	-5	6	-1
12	COC(=O)C1=C(c2ccc(C(C)=O)cc2)C[C@@H]2CC[C@H]1N2C(=O)NCCCOC(C)C	14	-14	-2	-0.1	-2	-13	-4	16	-8
13	CC1=C(C/C(C)=C/c2ccccc2)/C(=C/CO)[C@H](O)[C@](C)(O)C12CC2	0	-5	-3	0.2	1	-4	-3	-1	-18
14	CCOc1ccccc1CN1CCCC(C(=O)c2cc(F)ccc2F)C1 (stereo not drawn)	-10	7	-10	0.4	-12	13	-8	-2	-20
15	CP(=O)(O)CN1CCCCC1	-6	-8	-4	0.0	8	-11	1	4	-1

# (list continues)
cpd	Structure	CHO-K1 Ca PAM	CHO-K1 Ca antag	OXTR potentiate	M1 ag parental	TAAR1 antag	CHRM1 antagonist	CHRM1 agonist	TAAR1 ag	CHO parental Ca
16	O=c1c2ccccc2nc(-c2ccccc2)n1-c1nccs1	12	-3	2	1.8	-10	-3	-4	1	-2
17	O=C(c1cccc(C(F)(F)F)c1)C1CCCN(Cc2ncc[nH]2)C1 (stereo not drawn)	17	-10	1	0.9	9	17	-13	1	-21
18	CC(Cc1ccccc1)NCCC(c1ccccc1)c1ccccc1 (stereo not drawn)	19	3	-10	7.5	46	-1	4	44*	7
19	CC1CC(OP(O)(=S)c2ccc(N(C)C)cc2NC(=O)c2cccs2)CC(C)(C)C1 (stereo not drawn)	9	-18	-1	0.1	-13	-4	-4	0	-25
20	CCOc1ccc(/C=C2/C(=O)NC(=O)N(CCc3ccc(F)cc3)C2=O)cc1	25	-5	0	1.0	-1	-12	-4	3	-4
21	COC(=O)C1=C(c2ccc(F)cc2OCc2ccccc2)C[C@@H]2CC[C@H]1N2C(=O)NCc1ccc(OC)cc1	5	-12	-6	2.2	62*	19	-5	13	-18
22	CC(=O)Nc1ccc(N=Cc2c(O)n(Cc3ccco3)c(=O)[nH]c2=O)cc1	0	1	0	0.4	-11	-5	-3	0	3
23	CCCCn1c(=O)c(C(=O)Nc2ncccc2C)c(O)c2ccccc21	-1	1	-11	0.0	7	-5	4	55*	-11
24	Cn1c(=O)c2c(nc(-c3ccc(N(CCCl)CCCl)cc3)n2C)n(C)c1=O	-3	0	.	-0.1	9	-11	-7	0	.
25	COc1ccc(CCNC2CCCCC2)cc1OC	32	-9	-4	0.3	-3	-6	-10	3	-8
26	CC(=O)N1CCC(N2CCCC(C(=O)c3cccc(Cl)c3)C2)CC1 (stereo not drawn)	19	-5	2	-0.2	12	48*	-14	0	-13
27	CCOP(=O)(OCC)C(O)c1ccc(OC)c(OC)c1 (stereo not drawn)	8	-12	-3	0.5	-7	-9	-4	2	-5
28	COC(=O)C1=C(c2c(C)noc2C)C[C@@H]2CC[C@H]1N2C(=O)NCCOc1ccccc1Cl	9	-14	-2	0.0	-1	-7	-7	14	-21
29	COC(=O)C1=C(c2cccc(C#N)c2)C[C@@H]2CC[C@H]1N2C(=O)NCc1ccco1	-12	3	-1	-0.3	22	16	-5	7	-7
30	COc1ccc(CC2(CCc3ccncc3)C(=O)NC(=O)NC2=O)cc1	-12	15	-10	0.1	-15	0	-4	20	-3

# Random excerpt: four entries already listed.
cpd	Structure	CHO-K1 Ca PAM	CHO-K1 Ca antag	OXTR potentiate	M1 ag parental	TAAR1 antag	CHRM1 antagonist	CHRM1 agonist	TAAR1 ag	CHO parental Ca
26	CC(=O)N1CCC(N2CCCC(C(=O)c3cccc(Cl)c3)C2)CC1 (stereo not drawn)	19	-5	2	-0.2	12	48*	-14	0	-13
24	Cn1c(=O)c2c(nc(-c3ccc(N(CCCl)CCCl)cc3)n2C)n(C)c1=O	-3	0	.	-0.1	9	-11	-7	0	.
28	COC(=O)C1=C(c2c(C)noc2C)C[C@@H]2CC[C@H]1N2C(=O)NCCOc1ccccc1Cl	9	-14	-2	0.0	-1	-7	-7	14	-21
29	COC(=O)C1=C(c2cccc(C#N)c2)C[C@@H]2CC[C@H]1N2C(=O)NCc1ccco1	-12	3	-1	-0.3	22	16	-5	7	-7

# The listing picks up with the three entries that preceded the break.
cpd	Structure	CHO-K1 Ca PAM	CHO-K1 Ca antag	OXTR potentiate	M1 ag parental	TAAR1 antag	CHRM1 antagonist	CHRM1 agonist	TAAR1 ag	CHO parental Ca
28	COC(=O)C1=C(c2c(C)noc2C)C[C@@H]2CC[C@H]1N2C(=O)NCCOc1ccccc1Cl	9	-14	-2	0.0	-1	-7	-7	14	-21
29	COC(=O)C1=C(c2cccc(C#N)c2)C[C@@H]2CC[C@H]1N2C(=O)NCc1ccco1	-12	3	-1	-0.3	22	16	-5	7	-7
30	COc1ccc(CC2(CCc3ccncc3)C(=O)NC(=O)NC2=O)cc1	-12	15	-10	0.1	-15	0	-4	20	-3
31	CC(C)(C)C(=O)C(Oc1ccc(Cl)cc1)n1cncn1 (stereo not drawn)	12	-7	.	-0.1	-10	-21	-6	-1	.
32	O=CC(Br)P(=O)(N1CCOCC1)N1CCOCC1 (stereo not drawn)	8	-5	-3	0.2	-4	-10	-2	0	-8
33	COC(=O)C1=C(c2ccc(F)cc2OCc2ccccc2)C[C@@H]2CC[C@H]1N2C(=O)NC(C)C	-4	1	5	-0.8	-1	-9	-7	9	-27
34	Cc1cc(Br)ccc1N1C(=O)CC(=O)NC1=O	18	-13	-5	1.0	11	-3	-6	9	-5
35	O=C(CN1CC(c2ccccc2)CC1=O)NCc1ccc(F)cc1 (stereo not drawn)	-11	21	2	-0.1	-9	-10	6	0	-4
36	CCn1c(O)c(N=Nc2ccc(S(=O)(=O)N3CCOCC3)cc2)c(=O)n(CC)c1=S	5	-9	1	0.2	-14	-1	-7	-1	7
37	Cc1ccc2c(c1)NP(=S)(Oc1ccccc1)N2 (stereo not drawn)	29	-13	.	0.7	3	-12	-7	-1	.
38	CCN(CC)c1ccc(N=Cc2c(O)n(CCc3ccc(OC)c(OC)c3)c(=O)[nH]c2=O)cc1	3	5	-8	-0.1	-3	-5	-2	0	-16
39	NCCc1cc(O)c(O)cc1O	-2&25	6&-10	.	-0.3&1.3	-5&-9	-18&-24	-3&0	2&3	.
40	COc1ccc2c(c1OC)C(=O)OC2c1c(O)n(C2CCCCC2)c(=O)[nH]c1=O (stereo not drawn)	21	-5	-12	1.0	-7	-7	0	23	-15
41	C=CCn1c(O)c(C(CC)=Nc2ccc3c(c2)CCC3)c(=O)[nH]c1=O	10	-12	-4	1.1	0	-8	-4	3	-28
42	CN1C(=O)c2ccccc2NC(=O)C1Cc1ccccc1 (stereo not drawn)	-11	16	2	-0.3	-8	-20	-6	1	-9
43	CN(C)CC1CSCCC1(O)c1ccc(Cl)cc1 (stereo not drawn)	-4	10	-4	-0.1	-6	8	0	9	-4
44	COCCN1C(=O)NC(=O)/C(=C\c2ccc(F)cc2)C1=O	24	-18	-3	1.4	1	-7	-4	6	-3
45	COc1cc2c(c(OC)c1OC)-c1ccc(O)cc1[C@@H](NC(C)=O)CC2	6	5	-3	0.2	-3	-12	-1	11	0

# (next part)
cpd	Structure	CHO-K1 Ca PAM	CHO-K1 Ca antag	OXTR potentiate	M1 ag parental	TAAR1 antag	CHRM1 antagonist	CHRM1 agonist	TAAR1 ag	CHO parental Ca
46	Cc1ccc(CC(=O)N2CCN(C)CC2)cc1	-4	-9	-6	0.1	-3	-2	-10	3	-4
47	CC1(C)CC(n2[nH]c(=O)c3c2NC(=O)CSC3c2ccc(F)cc2)CCO1 (stereo not drawn)	15	-5	-13	0.7	-13	-23	-1	0	-4
48	O=C(O)c1cccc(N=Nc2c(O)[nH]c(=O)[nH]c2=O)c1	-1	-8	-5	0.2	-11	-5	-3	0	-13
49	CC(=O)N1CN2CN(C(C)=O)CC(C(=O)c3ccc([N+](=O)[O-])cc3)(C2)C1	0	2	1	-0.1	-13	-6	-7	2	-3
50	Cc1nn(Cc2ccccc2)c(C)c1C(=O)OCC(=O)Nc1cccc(S(N)(=O)=O)c1	5	-6	-13	1.2	-9	-16	-4	0	-15
51	Clc1cccc(CN2CCCCC2c2cccnc2)c1 (stereo not drawn)	-6	6	4	-0.3	-25	-9	-11	19	-12
52	Nc1cc(Cl)cc(C(=O)O)c1Cl	-8	2	4	0.4	0	-9	-5	4	-6
53	CS(=O)(=O)c1ccc(C2=C(CNC(=O)c3nccs3)[C@H]3CC[C@@H](C2)N3CCOc2ccccc2)cc1	6	5	.	-0.1	0	56*	-11	1	.
